Compound activity (PubChem BioAssay)
hiPSC survival – hiPSC single-cell survival enhancement; survival enhancement, % at 20 µM; hit rate 0.044% among 360,000; AID 602274; ATPlite luminescence; 100% = ROCK inhibitor wells, 0% = DMSO; in the data active means survival enhancement above about 18%;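 further: cells exposed to compounds for 16 hours before the ATP read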
NR2E3 ag-1 – activates human photoreceptor nuclear receptor NR2E3. GST-NR2E3/biotin-RetCOR TR-FRET, 1536-well. AID 2300. hit rate 0.12% among 320,000. inhibition of corepressor binding, % at 4.78 µM. Q9Y5X4;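 active means percent inhibition above the cutoff of mean plus 3 SD of all tested compounds, set per screening campaign, cut at about 20% in these data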;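 further: 0% = DMSO wells and 100% = biotin wells as full block of FRET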
Target sequence (Q9Y5X4 whole entry, looked up): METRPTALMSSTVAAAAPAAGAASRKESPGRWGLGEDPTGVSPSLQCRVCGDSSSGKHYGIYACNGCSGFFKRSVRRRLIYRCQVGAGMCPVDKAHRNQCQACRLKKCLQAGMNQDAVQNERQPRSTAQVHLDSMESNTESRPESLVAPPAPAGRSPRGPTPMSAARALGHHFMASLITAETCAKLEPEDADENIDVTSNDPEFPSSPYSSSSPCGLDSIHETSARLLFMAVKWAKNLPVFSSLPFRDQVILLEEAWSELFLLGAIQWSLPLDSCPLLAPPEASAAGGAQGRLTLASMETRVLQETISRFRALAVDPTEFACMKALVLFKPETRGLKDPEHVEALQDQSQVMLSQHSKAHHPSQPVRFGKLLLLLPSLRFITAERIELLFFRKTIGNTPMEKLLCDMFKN
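System: GST-tagged NR2E3 plus biotinylated RetCOR corepressor; Amount: 1.35 nM GST-tagged NR2E3 final; Dosing: single nominal compound dose of 4.8 µM; Schedule: 5 h incubation at 4 °C; Technique: TR-FRET with europium anti-GST and streptavidin-D2, 340 nm excitation; Controls: biotin wells as high control, 0.6% DMSO wells as low control.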
Shn3 inh set2 – inhibitors of Schnurri-3 3'UTR reporter in osteoblasts; Clone20 osteoblast Shn3 3'UTR firefly luciferase, 24 h; inhibition, % at 12.5 µM; hit rate 0.52% among 360,000; AID 588674;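 active means mean inhibition of at least 75% with every replicate also reaching 75%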;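 further: 0% = median of neutral control wells and 100% = pilot-screen positive control compound; some compounds past the cut are filed as inactive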
CaV13 FRET inh – Disruptors of the CACNA1D IQ motif to Ca2+-dependent inactivation inhibitor domain association, primary screening, Förster resonance energy transfer in intact living …; hit rate 0.098% among 340,000; inhibition, % at 12.3 µM; HEK cells, CFP/YFP FRET ICDI-IQ, plate reader, 10 min; percent FRET-ratio fall versus neutral wells;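 active means mean replicate inhibition of at least 30% and at least 1% of replicates passing that level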;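 further: 0% = median of the neutral control wells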
PDI inh – PDI (human) enzyme inhibition; hit rate 0.052% among 350,000; inhibition, % at 10 µM; PDI insulin aggregation turbidity, A650, 90 min; AID 588391;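 active means mean inhibition across replicates of 30% or more, whatever share of single replicates reach that level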;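 further: absorbance from insulin aggregation driven by PDI reduction with DTT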
Target sequence (P07237 whole entry, looked up): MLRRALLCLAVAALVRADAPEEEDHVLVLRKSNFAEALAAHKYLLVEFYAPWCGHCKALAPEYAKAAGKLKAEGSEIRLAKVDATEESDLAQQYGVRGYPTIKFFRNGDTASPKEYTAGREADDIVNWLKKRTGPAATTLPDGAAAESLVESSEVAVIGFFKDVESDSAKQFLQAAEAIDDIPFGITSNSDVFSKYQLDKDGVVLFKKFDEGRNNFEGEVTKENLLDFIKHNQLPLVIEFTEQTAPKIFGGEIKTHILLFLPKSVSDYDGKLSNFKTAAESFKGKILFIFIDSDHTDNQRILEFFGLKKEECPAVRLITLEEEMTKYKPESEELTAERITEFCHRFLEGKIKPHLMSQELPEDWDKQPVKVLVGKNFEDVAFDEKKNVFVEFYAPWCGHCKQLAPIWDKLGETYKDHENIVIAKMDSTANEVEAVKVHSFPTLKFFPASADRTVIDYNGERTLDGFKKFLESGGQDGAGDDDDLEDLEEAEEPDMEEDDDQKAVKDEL
NR2E3 ag-2 – agonists of human NR2E3 nuclear receptor | Q9Y5X4 | CHO-S Gal4-NCOR/VP16-NR2E3 two-hybrid, luciferase | inhibition of corepressor binding, % at 3.98 µM | hit rate 0.35% among 360,000 | AID 602229;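 active means inhibition above the mean of all tested compounds plus 3 SD, cut at about 70% in these data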;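 further: 0% = DMSO with NR2E3 transfected cells and 100% = cells lacking NR2E3 construct; higher means lower luciferase signal from less NR2E3 corepressor binding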
HIF-2a inh – inhibitors of HIF-2a; 786-0 RCC cells HIF-2a reporter, luciferase luminescence, overnight; inhibition, % at 18.8 µM; hit rate 0.72% among 360,000; AID 624352;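 active means inhibition of the luminescence signal of 40% or more relative to plate controls, in a single-dose primary screen at 18.75 µM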
TRPM1 prom inh – reduces MITF-dependent TRPM1 promoter luciferase signal; AID 488899; SK-MEL-5 TRPM1 promoter luciferase, 24 h; inhibition, % at 12.5 µM; hit rate 0.83% among 330,000;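 active means mean inhibition across replicates of 60% or more, whatever share of single replicates reaches that level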; further: values of inactives mirror those of a sister screen read the other way
Peg3 prom inh – Peg3 promoter activity inhibition; HeLa PEG-Prom luciferase reporter, luminescence, overnight; inhibition, % at 20 µM; hit rate 1.7% among 360,000;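 active means inhibition of at least 50% at 20 µM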
H9c2 protect – myocardial damage modulation in H9c2 cells. protection from H2O2 cell death, % at 20 µM. hit rate 0.63% among 360,000. H9c2 cardiomyocytes, H2O2 injury protection, ATPLite, 2 h;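 active means compounds giving at least 50% protection of heart cells from peroxide-induced death in the single-dose screen, raw or plate-pattern-corrected value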;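 further: 0% = DMSO wells with peroxide and 100% = DMSO wells without peroxide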
m5-HT2A agonist – activates the mouse 5-HT2A serotonin receptor; activation, % at 7.6 µM; hit rate 0.66% among 360,000; CHO-K1 mHTR2A beta-arrestin complementation, luminescence; percent of 30 µM serotonin response; P35363;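 active means activation above a run cutoff, the mean activation of all tested compounds plus 3 SD, cut at about 14% in these data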;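 further: 0% = plate median of compound wells and 100% = 30 µM serotonin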
An asterisk follows results filed as active; x = no result given.

smiles,hiPSC survival,NR2E3 ag-1,Shn3 inh set2,CaV13 FRET inh,PDI inh,NR2E3 ag-2,HIF-2a inh,TRPM1 prom inh,Peg3 prom inh,H9c2 protect,m5-HT2A agonist
COC(=O)Cc1ccc(NC(=O)C(c2ccccc2)c2ccccc2)cc1,-1.9,0,6,-18,-4,-1,19,7,-8,0,-4
CCc1ccc(-c2cc(C)no2)cc1S(=O)(=O)NCc1ccc(OC)c(OC)c1,0.2,-4,5,-6,12,-3,4,-6,5,0,-1
O=C1c2ccc3c4c(ccc(c24)C(=O)N1c1cccc(O)c1)CC3,-1.1,-1,-18,-4,-4,-22,16,-1,-21,4,1
Cc1ccc(NC(=O)c2cc(S(=O)(=O)N3CCCCC3)cs2)cc1,-0.1,-1,29,-9,3,-5,3,6,10,-11,-3
O=C(COC(=O)c1cnccn1)c1ccc(Cl)cc1,0.0,2,-8,-19,4,-10,10,-2,14,1,-1
COC(=O)c1cc(S(=O)(=O)NC2CCC(C)CC2)cn1C (configuration not stated),-0.3,-1,0,-16,-2,8,6,-5,-4,3,0
CN(CC(=O)Nc1ccccc1)CC(=O)Nc1ccccc1Cl,-0.5,1,-10,-21,3,-44,-79,-21,-53,6,-2
Oc1ccc(-c2csc(Nc3ccc4c(c3)OCO4)n2)c(O)c1,0.1,x,-77,-8,-27,-42,-311,-49,-316,-12,-5
CC(C)OC(=O)CN1C(=O)C(C)(C)Oc2ccc(C(=O)NC3CC3)cc21,3.5,2,5,x,-15,2,12,3,14,1,0
COCC(=O)N(Cc1ccc(OC)cc1)Cc1nc2ccccc2c(=O)[nH]1,3.9,5,1,0,-4,-6,2,7,-10,26,-2
O=C(CSc1nc(O)c(Cc2ccccc2F)c(=O)[nH]1)N1CCCCCC1,9.8,1,-3,-5,-6,4,12,9,8,-6,0
CCCN1CNC(=S)N(CCc2ccccc2)C1,-2.6,-2,9,-5,6,11,7,0,4,6,-1
COCCCNC(=O)c1ccc(Cn2c(=O)c3ccccc3n(Cc3ccc(C)cc3)c2=O)cc1,7.7,3,-20,-5,-4,23,15,-4,36,8,-2
CCCS(=O)(=O)c1c(S(=O)(=O)CCC)c2c3ccccc3ccn2c1C(N)=O,-0.3,0,6,-5,6,-23,14,8,-4,6,-3
Cc1ccc(S(=O)(=O)N2CCC(Oc3cccc(C(F)(F)F)c3)CC2)cc1,0.2,4,22,-14,7,-36,13,-9,18,-12,2
COc1cccc(-n2c(=O)c3cc(OC)c(OC)cc3n(CC(=O)Nc3cc(C)[nH]n3)c2=O)c1,-0.4,-2,-10,-3,-1,-25,13,-7,6,-2,-3
Cc1ccc2cccc(OCC(=O)Nc3ccc(N4CCOCC4)cc3)c2n1,-0.2,-2,18,-1,-5,-11,5,-7,9,1,3
CC1CCC(NC(=O)c2[nH]c(C(F)(F)F)nc2-c2ccccc2)CC1 (configuration not stated),1.1,x,-1,-9,x,2,-2,x,7,2,3
Fc1ccc(C[n+]2csc3ccccc32)cc1,-2.0,0,-14,-7,6,-30,-4,9,-4,-4,6
N#C/C(=C(/O)CN1CCOCC1)c1nc2ccccc2s1,4.4,-1,-9,-5,-6,-35,-16,-5,-7,2,7

Other results follow.
smiles,hiPSC survival,NR2E3 ag-1,Shn3 inh set2,CaV13 FRET inh,PDI inh,NR2E3 ag-2,HIF-2a inh,TRPM1 prom inh,Peg3 prom inh,H9c2 protect,m5-HT2A agonist
COc1ccc(NC(=O)C2CCCN2c2ccc(OC)c(OC)c2)cc1OC (configuration not stated),3.4,-5,25,-4,1,7,9,5,19,1,-2
Cc1cc(OCC(=O)OCC(=O)N2CCc3ccccc3C2)ccc1Cl,0.6,0,1,-2,-5,1,-6,-3,2,-4,-4
COc1ccc(OCc2nnc(SCC(=O)N3C(C)CCCC3C)o2)cc1 (configuration not stated),-0.1,0,15,-4,2,5,0,1,3,-8,9
CCOc1cc(N2CCOCC2)c(OCC)cc1NC(=O)c1c(-c2ccccc2Cl)noc1C,0.6,0,13,-3,-3,-9,17,8,9,4,-3
Cc1c(C(=O)CN2CCOCC2)[nH]c2ccccc12,-2.7,2,0,-5,26,-32,-4,4,-9,1,9
COc1ccccc1NC(=O)c1ccc(CN(c2cc(Cl)ccc2C)S(=O)(=O)c2ccccc2)cc1,-0.2,-1,26,-6,-16,-10,11,2,20,0,8
CCc1cccc2c(C(=O)COC(=O)c3cccc(S(=O)(=O)N(C)C4CCCCC4)c3)c[nH]c12,1.4,0,8,-3,0,-6,35,-2,8,2,3
CC(C)(C)c1ccc(COn2c(=O)c(-c3ccco3)[n+]([O-])c3ccccc32)cc1,-1.6,-4,8,-5,-4,-25,-23,-10,10,4,-4
Cn1ncc(Br)c1C(=O)NC1CCCCCCC1,-0.4,x,10,-6,-6,-37,6,1,-9,-2,9
COc1ccc(NC(=O)CSc2nc3[nH]ncc3c(=O)n2-c2ccccc2OC)cc1OC,-0.6,-3,8,-5,-6,2,6,-5,7,17,8
Oc1ccc(CN2CCCCC2)nc1-c1ccccc1,0.9,0,-8,x,-1,-10,14,2,5,13,-2
CC(C)OCCCn1c(=O)c2ccccc2n2c(CCC(=O)NCc3ccccn3)nnc12,0.1,0,11,-6,-5,-37,-4,-1,-5,6,-1
CC1CCCN(S(=O)(=O)c2ccc(N(C(=O)c3cnccn3)C(C(=O)NC3CCCCC3)c3cccs3)cc2)C1 (configuration not stated),-0.4,2,31,-5,-11,37,10,13,4,-1,-5
COc1cc(/C=N/N=C(\N)c2nonc2N)cc(OC)c1O,0.1,0,-42,-3,5,-38,-55,-25,-53,-9,-5
COc1ccc(C(=O)C2CCCN(Cc3cnc(N4CCOCC4)s3)C2)cc1F (configuration not stated),-0.3,2,27,6,2,-32,10,1,13,-1,-5
COc1ccc(NC(=O)Nc2ccccc2)cc1S(=O)(=O)N1CCCCC1,-0.8,1,5,-2,7,11,-5,11,-6,-12,0
Cc1nnc(SCc2ccc(Cl)cc2)n1CC1CCCO1 (configuration not stated),-0.2,1,19,-4,4,10,2,3,-2,-4,1
Cc1cc(C)c2sc(N)nc2c1,-0.8,2,-8,2,8,-9,-3,10,-6,-3,-3
CCC(CO)Oc1cc(NCc2ccccc2)c2ncn(C3CCCC3)c2c1 (configuration not stated),3.8,x,17,-6,-2,-3,15,-9,27,-16,4
COc1cc2c(cc1NCc1ccccn1)oc1ccccc12,-1.7,-2,-39,-4,4,-65,-263,-22,-187,1,14

Continuation:
smiles,hiPSC survival,NR2E3 ag-1,Shn3 inh set2,CaV13 FRET inh,PDI inh,NR2E3 ag-2,HIF-2a inh,TRPM1 prom inh,Peg3 prom inh,H9c2 protect,m5-HT2A agonist
CCOc1cc2[nH]c(=S)n(CCc3ccc(OC)c(OC)c3)c(=O)c2cc1OCC,0.4,6,39,-4,0,6,13,18,64*,-8,3
O=C(Cn1c(=O)cnc2ccccc21)N1CCN(S(=O)(=O)c2ccccc2Br)CC1,0.0,2,-11,-15,0,1,6,2,-1,0,9
COc1ccc(NC(=O)N(Cc2ccc(C)cc2)Cc2ccccn2)c(OC)c1,1.3,1,9,-6,-2,15,-6,-10,14,-11,-5
CC1(C(=O)Nc2cccc3cccnc23)CCN1C(=O)CCC1CCCC1 (configuration not stated),0.7,x,-2,-10,3,-16,6,x,10,-1,-4
CCN(CC)c1ccc(NC(=O)COC(=O)Cc2ccsc2)cc1,1.8,x,-17,-5,-3,-7,-12,-5,-8,5,-2
CCOC(=O)CSc1nnc(Cn2nnc(-c3ccccc3)n2)n1C,-1.4,1,6,-5,4,-25,9,10,-2,3,9
COc1ccc(C(NC(=O)C2CCCCC2)c2c(O)ccc3ccccc23)cc1 (configuration not stated),-1.3,2,13,-5,13,-33,18,4,26,-9,-3
Nc1ccc2nc(-c3ccccn3)[nH]c2c1,-1.4,-4,-33,x,-3,-60,-158,-51,-120,17,-4
CC(=O)c1cc(-c2ccccc2)n(CC(=O)Nc2ccc(C)c(C)c2)c1C,-2.0,1,10,-3,-7,-17,39,5,8,-2,4
Cc1cccc(CNS(=O)(=O)c2ccc(-c3ccc(=O)[nH]n3)s2)c1,-0.3,0,-27,-15,-11,10,10,-2,15,-3,-8
COc1cc2cc(CN(CCO)S(=O)(=O)c3ccccc3Cl)c(=O)[nH]c2cc1OC,-2.9,-1,1,-7,-4,9,-3,-9,3,-1,-6
Nc1c(-c2ccccc2)nnn1Cc1ccccc1,-0.5,2,14,-21,2,-7,-8,-12,-4,-3,-2
O=C(CCC1CCCN(C(=O)c2ccc3cc[nH]c3c2)C1)NCc1ccc(F)c(F)c1 (configuration not stated),-0.4,2,-4,-6,-3,-1,-94,-14,-67,3,2
Cc1onc(-c2ccccc2)c1C(=O)NC(=S)NNC(=O)c1cccnc1,1.6,-2,5,-2,3,-5,22,4,7,6,1
CCCCC(=O)Nc1nnc(S(=O)(=O)N2CCCc3ccccc32)s1,-1.7,4,-8,-6,-2,-32,8,x,15,-19,-6
CCOC(=O)C1CCCCN1Cc1cc(OC)ccc1OC (configuration not stated),1.4,1,10,-9,-4,-6,0,-11,15,5,4
CSc1nc2c(cnn2-c2ccc(C)c(C)c2)c(=O)[nH]1,1.7,6,-7,-6,-9,-28,6,29,59*,-13,-3
O=c1cc(-c2ccc(O)c(O)c2)oc2cc(O)c([C@@H]3O[C@H](CO)[C@@H](O)[C@H](O)[C@H]3O)c(O)c12,-1.6,x,-16,-5,3,-21,5,1,-12,5,3
O=C(Cc1ccccc1)NC1(Cc2ccc(O)cc2)CCCCC1,4.5,3,-10,-6,2,20,9,-11,17,5,-9
c1ccc2c(c1)[nH]c1c(NCC3CCCO3)ncnc12 (configuration not stated),6.9,3,59,x,-13,26,7,24,13,-24,1

Other structures:
smiles,hiPSC survival,NR2E3 ag-1,Shn3 inh set2,CaV13 FRET inh,PDI inh,NR2E3 ag-2,HIF-2a inh,TRPM1 prom inh,Peg3 prom inh,H9c2 protect,m5-HT2A agonist
CCNC(=O)C1(C)CCCN(C(=O)c2sc(-c3ccccc3)nc2C)C1 (configuration not stated),-1.3,x,-3,-10,-9,-9,-7,x,-9,2,-3
Cc1cc(C)cc(N(CC(=O)Nc2ccc(Br)cc2)S(=O)(=O)c2c(C)[nH]c(=O)[nH]c2=O)c1,1.7,-2,-19,-5,-9,-8,6,-1,4,-3,4
CSc1ccc(S(=O)(=O)N2CCC(C(=O)N3CCOCC3)CC2)cc1,-0.5,2,-2,-4,3,-22,3,2,11,-4,-1
Cc1nn(C2CCS(=O)(=O)C2)c(C)c1CN(C)C(=O)c1cccc(Cl)c1 (configuration not stated),0.2,2,18,-7,1,-28,-5,-6,2,4,9
COC(=O)NCc1ccc(Cl)c(Cl)c1,-0.4,3,6,-6,-1,3,6,4,11,6,-2
